# From PubChem
# PKA-R1A activ: PKA-R1A complex activation; P00514+P68181; PKA-R1A dissociation, Cy5-IP20 fluorescence polarization; scaled: DMSO 0%, 113 µM cGMP 100%; activation, % at 11.4 µM; 340,000 tested, 0.083% active; AID 504707;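 active = percent activation above the mean of all tested compounds plus 3 SD, cut at about 19% in these data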;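 note: higher means more PKAc released from R1A so a rise in polarization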
# DAGLB inh: diacylglycerol lipase beta (human) inhibition. Q8NCG7. HEK293T DAGLB membrane lysate, EnzChek fluorogenic substrate. inhibition, % at 5.17 µM. 340,000 tested, 0.059% active; in the data active = inhibition above about 34%;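 note: 0% = enzyme with vehicle and 100% = wells lacking enzyme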
# Target sequence (Q8NCG7 whole entry, looked up): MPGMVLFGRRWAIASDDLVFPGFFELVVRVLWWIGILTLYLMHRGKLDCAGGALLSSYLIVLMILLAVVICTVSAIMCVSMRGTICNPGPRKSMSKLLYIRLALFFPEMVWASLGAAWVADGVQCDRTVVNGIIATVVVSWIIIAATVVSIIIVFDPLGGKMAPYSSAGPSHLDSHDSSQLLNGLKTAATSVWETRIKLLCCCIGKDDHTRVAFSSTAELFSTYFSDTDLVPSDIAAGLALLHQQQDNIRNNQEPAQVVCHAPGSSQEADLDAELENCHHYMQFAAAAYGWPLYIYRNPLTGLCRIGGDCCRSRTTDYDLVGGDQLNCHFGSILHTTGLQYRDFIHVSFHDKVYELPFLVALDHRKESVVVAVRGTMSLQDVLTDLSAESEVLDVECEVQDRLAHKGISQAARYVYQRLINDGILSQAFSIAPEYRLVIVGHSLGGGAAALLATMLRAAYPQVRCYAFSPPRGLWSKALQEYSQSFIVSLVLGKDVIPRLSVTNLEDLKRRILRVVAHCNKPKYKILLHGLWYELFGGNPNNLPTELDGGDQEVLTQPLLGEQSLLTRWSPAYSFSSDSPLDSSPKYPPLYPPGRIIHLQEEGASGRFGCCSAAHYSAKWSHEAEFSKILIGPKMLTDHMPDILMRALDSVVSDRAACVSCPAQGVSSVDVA
# HTR5A ag ctr: counter-screen for OPRM1-OPRD1 agonists: human HTR5A agonism. P47898. HTR5A agonist assay, luminescence, cell-based. activation, % at 9.3 µM. 340,000 tested, 0.61% active. AID 504692; in the data active = activation mostly above about 9.5%, no sharp cut-off; inactive = mostly below about 7.6%;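 note: 0% = cells with vehicle only and 100% = reference agonist; strong numbers were not always called active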
# Target sequence (P47898 whole entry, looked up): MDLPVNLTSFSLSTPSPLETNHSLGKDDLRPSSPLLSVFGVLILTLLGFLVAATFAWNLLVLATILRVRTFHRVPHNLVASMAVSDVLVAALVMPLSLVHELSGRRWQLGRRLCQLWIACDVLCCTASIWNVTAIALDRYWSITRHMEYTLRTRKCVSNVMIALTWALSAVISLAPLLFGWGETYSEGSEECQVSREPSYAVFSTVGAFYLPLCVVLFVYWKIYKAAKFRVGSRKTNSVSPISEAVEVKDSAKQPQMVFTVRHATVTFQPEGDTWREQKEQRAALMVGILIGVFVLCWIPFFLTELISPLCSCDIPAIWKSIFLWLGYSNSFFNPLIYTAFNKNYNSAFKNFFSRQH
# Pemphigus Ab inh: inhibitors of pemphigus antibody binding to human desmoglein-3 | P32926 | DSG3-coupled beads, scFv-anti-DSG3-GFP binding, flow cytometry; hits give low values | binding (percent of control), % at 10 µM | 310,000 tested, 0.48% active;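 active = binding more than 3 SD below its plate's average and above zero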;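 note: hits lower antibody fragment binding to DSG3; some compounds called inactive have numbers as strong as hits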
# MOR-DOR inv ag: mu-delta opioid heterodimer inverse agonism | P35372+P41143 | cell-based MOR-DOR heterodimer luminescence | inhibition, % at 9.3 µM | 340,000 tested, 0.21% active; in the data active = inhibition above about 22%, passing the limit was not always enough;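 note: 0% = cells with DMSO and 100% = wells without cells with DMSO; values of inactives mirror those of a sister screen read the other way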
# Arr AP2 block: inhibitors of human beta-arrestin and AP2 interaction | FITC-arrestin peptide / GST-AP2 beads, flow cytometry; AP2 beta2 appendage carries R879A mutation | inhibition, % at 10 µM | 340,000 tested, 0.31% active | AID 504490;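 active = inhibition above a set limit, near 3 SD of compounds lacking own fluorescence, cut at about 54% in these data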;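 note: plate controls were DMSO wells for no effect and 5 µM unlabelled arrestin peptide for full effect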
#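 test system = AP2 appendage R879A on GSH beads | buffer or medium = PBS plus Tween 20 (0.05%) and BSA (0.1%) | incubation = 12 min plus 1 h, RT | detection = bead flow cytometry, FITC channel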
# HTR5A inv ctr: HTR5A inverse agonism, opioid heterodimer counter-screen; P47898; HTR5A cell line, luminescence; inhibition, % at 9.3 µM; 340,000 tested, 0.083% active; AID 504634; in the data active = inhibition mostly above about 23%, no sharp cut-off; inactive = mostly below about 18%;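 note: 0% = cells with DMSO and 100% = no-cell wells with DMSO; some compounds called inactive have numbers as strong as hits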
# OPRM1-OPRD1 ag: OPRM1-OPRD1 heterodimerization agonism. P35372+P41143. cells, luminescence. activation, % at 9.3 µM. 340,000 tested, 0.3% active. AID 504326; in the data active = activation above about 18%;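 note: 0% = vehicle-treated cells and 100% = reference agonist; values of inactives mirror those of a sister screen read the other way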
# V-ATPase pHluor: regulators of yeast V-ATPase proton transport | S. cerevisiae, pHLuorin cytosolic pH fluorescence | response, % at 10 µM | 350,000 tested, 0.37% active | AID 504577; in the data active = response mostly above about 7.3%, no sharp cut-off; inactive = mostly below about 5.4%; note: actives read high; inactives centre near 0; some compounds called inactive have numbers as strong as hits; reference of the scale not given here
# PKA-R2B activ: activates the human PKA-R2B holoenzyme complex | P22694+P31323 | PKA-R2B holoenzyme dissociation, Cy5-IP20 fluorescence polarization; R2B truncated from residue 108, S112A mutant; 0% DMSO only, 100% 113 µM cGMP | activation, % at 11.4 µM | 340,000 tested, 0.079% active | AID 504700;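 active = activation above a cutoff set at the mean over all compounds plus 3 SD, cut at about 18% in these data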;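 note: higher means more holoenzyme dissociation and a rise in polarization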
# * marks the source's active call; other numbers are inactive results; · = not tested or not shown.
Molecule	Arr AP2 block	HTR5A inv ctr	MOR-DOR inv ag	DAGLB inh	PKA-R2B activ	V-ATPase pHluor	HTR5A ag ctr	PKA-R1A activ	Pemphigus Ab inh	OPRM1-OPRD1 ag
CN1CCN(Cc2c(O)ccc3c2oc(=O)c2ccccc23)CC1	-3	14	8	-1	-1	1	3	0	105	-1.5
Cn1c(C(=O)O)c(CC(=O)NCc2cccnc2)c2ccccc21	-1	3	15	0	6	-2	-4	7	100	-2.7
Nc1cc(=O)n(Cc2ccccc2)c(=O)n1-c1ccc(F)cc1	1	7	8	1	10	-2	-1	-4	108	-1.6
Cc1ccc(C(=O)NCC(c2ccco2)N2CCc3ccccc3C2)cc1 (configuration not stated)	-13	5	5	-4	-2	1	-1	-8	114	-0.8
COc1ccc(NC(=S)Nc2ccccn2)cc1	-9	-18	-3	0	0	-7	6	-10	91	0.5
Nc1nc(NC(=O)/C=C/c2ccc(F)cc2)nn1-c1ccccc1	1	-6	18	3	-3	-2	-3	1	·	-3.6
C=CCn1c(Cc2ccccc2)nc2c(cnn2-c2ccccc2)c1=O	6	6	-6	-6	0	-2	-2	-9	104	1.2
CCc1cc(=O)oc2cc(C)c3c(C)coc3c12	7	7	6	-2	-4	0	3	17	97	-1.1
O=C(NCc1cccnc1)C1CC(c2cccc(Br)c2)=NO1 (configuration not stated)	25	10	14	-1	1	3	-3	-3	119	-3.0
COc1ccc(NC(=O)C2CCCN(S(=O)(=O)c3ccc4[nH]c(=O)ccc4c3)C2)cc1OC (configuration not stated)	1	2	10	1	8	-1	-1	-3	·	-1.9
Cc1ccc(C(=O)N2[C@@H]3CN(C)C(=O)[C@@]2(Cc2ccccc2)[C@H]2C(=O)N(C)C(=O)[C@@H]32)cc1	5	-5	16	-2	-7	3	2	-10	98	-2.8
Cc1cnc(C(=O)OCC(=O)Nc2ccc(Oc3ccccc3)cc2)cn1	-10	-20	3	2	-1	0	8	1	100	-0.6
COc1ccc(S(=O)(=O)NC2CC(C)(C)NC(C)(C)C2)cc1	6	14	0	0	2	0	-4	-13	111	0.0
Cc1nc2ccccc2[nH]c1=O	13	-10	11	1	-1	-2	3	3	94	-2.1
CCC1=C(OC(=O)N(CC)CC)N2C(=O)OC(=NCc3ccccc3)[C@]2(C)[C@H]2C1=CC[C@H]1C(=O)N(CC)C(=O)[C@H]12	-9	1	7	-5	1	2	8	12	105	-1.2
C/C(=N\NC(=O)c1ccc(F)cc1)c1cccc(NC(=O)c2cccc(F)c2)c1	5	6	9	-2	-17	0	2	-7	108	-2.8
O=[N+]([O-])c1ccc(COc2ccccc2CN2CCOCC2)cc1	-6	-21	14	-6	-15	-2	6	1	99	-3.0
CCCNC(=O)N1CCC(Cc2ccccc2)CC1	22	5	7	-1	2	-2	2	5	97	-1.3
O=C(NCC(c1ccc(F)cc1)N1CCOCC1)c1ccc(C(=O)c2ccccc2)cc1 (configuration not stated)	-33	-7	-3	-2	7	4	2	-11	97	0.6
CCCn1cnc2c(SCc3ccccn3)nc(N)nc21	-3	-10	16	3	-13	-3	3	-7	·	-3.2
COCCCN1C(=O)C(CC(=O)NCc2cccc3ccccc23)CC(C(=O)N(C)C)=C1C (configuration not stated)	·	·	·	6	-2	-2	·	-7	114	·
CCCNC(=O)c1ccccc1NC(=O)c1ccccc1SC	25	7	12	0	-7	2	6	8	95	-1.9
Cc1ccc(C)c(S(=O)(=O)N2CCN(C(=O)c3cc(-c4cccs4)nn3-c3ccccc3)CC2)c1	26	-19	-4	0	6	1	1	0	109	0.6
O=S(=O)(c1ccccc1C(F)(F)F)N1CCN(c2ncnc3sccc23)CC1	7	-9	-15	-3	-7	1	3	-5	·	3.7
O=C(Nc1ccc(Cl)cc1C(F)(F)F)c1ccc(Cl)cc1	4	-21	-33	-5	3	2	3	-6	·	5.5
COCCSc1nnc(NC(=O)CCS(=O)(=O)c2ccccc2)s1	-9	-12	-4	-1	-20	-3	4	-9	98	0.5
CSCC[C@@H](CO)NC(=O)c1ccc2nc(C3CCCCC3)oc2c1	5	4	10	2	-5	-1	-1	1	93	-2.2
CSc1ccc(CN(C)C(=O)c2cccc(S(=O)(=O)NCc3ccccc3)c2)cc1	-3	-17	-11	-1	2	2	7	0	100	2.1
CCN(CC(=O)Nc1ccc2c(c1)OCCO2)C(=O)C(C)Oc1ccc(F)cc1 (configuration not stated)	5	-20	5	-1	3	5	8	3	104	-1.1
COc1ccc(OCC(=O)N2CCN(S(=O)(=O)c3ccccc3[N+](=O)[O-])CC2)cc1	6	3	15	3	0	0	-1	-8	103	-2.9
Nn1c(SCc2ccc(F)cc2)nnc1-c1cccnc1	-14	-9	7	1	8	-1	-1	1	100	-1.3
CN(C)c1cccc(C(=O)NNC(=O)NC2CCCCC2)c1	1	28	-3	1	-1	4	-11	11	113	0.6
CCCCOc1ccc(C(=O)Nc2ccc(S(=O)(=O)Nc3onc(C)c3C)cc2)cc1	0	0	4	10	15	-2	0	-5	·	-0.8
C=CCOC(=O)C1C(=O)CC(C)(O)C(C(=O)OCC=C)C1c1ccc(N(C)C)cc1 (configuration not stated)	-6	10	12	0	-1	-2	3	-6	109	-2.5
COc1ccc2ccccc2c1CNC(=O)CC1C(=O)NCCN1CC(C)(C)C (configuration not stated)	-6	-12	8	1	-6	-1	1	-4	95	-1.6
O=C(CSc1nc2c(c(=O)n1-c1ccc(F)cc1)SCC2)Nc1ccc2c(c1)OCO2	12	7	15	5	3	-2	3	-2	107	-2.6
O=C(c1ccco1)N1CCN(Cc2cc(=O)c(OCc3ccccc3Cl)co2)CC1	-14	9	10	1	-5	-1	-3	-11	·	-1.5
O=C(O)CCCCCNC(=O)c1ccc(C(=O)NCCCCCC(=O)O)cc1	-7	-2	1	0	-1	-1	1	0	105	-0.2
CCC(COC)NCc1cn(-c2ccc(OC)cc2)nc1-c1cccc(F)c1 (configuration not stated)	11	2	-15	-1	-5	2	-1	-9	128	3.0
Cc1ccc(-c2[nH]n3c(=O)c4c(nc3c2C)CCCC4)cc1	15	-26	9	2	14	-1	9	-1	96	-2.0

# Part of the list above, set out differently:
# Below each SMILES – Arr AP2 block | HTR5A inv ctr | MOR-DOR inv ag | DAGLB inh | PKA-R2B activ | V-ATPase pHluor | HTR5A ag ctr | PKA-R1A activ | Pemphigus Ab inh | OPRM1-OPRD1 ag
COc1ccc2ccccc2c1CNC(=O)CC1C(=O)NCCN1CC(C)(C)C (configuration not stated)
 : -6 | -12 | 8 | 1 | -6 | -1 | 1 | -4 | 95 | -1.6
O=C(CSc1nc2c(c(=O)n1-c1ccc(F)cc1)SCC2)Nc1ccc2c(c1)OCO2
 : 12 | 7 | 15 | 5 | 3 | -2 | 3 | -2 | 107 | -2.6
O=C(c1ccco1)N1CCN(Cc2cc(=O)c(OCc3ccccc3Cl)co2)CC1
 : -14 | 9 | 10 | 1 | -5 | -1 | -3 | -11 | · | -1.5

# (list continues)
Molecule	Arr AP2 block	HTR5A inv ctr	MOR-DOR inv ag	DAGLB inh	PKA-R2B activ	V-ATPase pHluor	HTR5A ag ctr	PKA-R1A activ	Pemphigus Ab inh	OPRM1-OPRD1 ag
COc1ccccc1N=Nc1c(C)[nH][nH]c1=O	11	4	15	8	-5	-5	-1	-6	120	-3.5
Cc1ccc(C(=O)N2CCN(c3ccc(NC(=O)c4cccnc4)cc3)CC2)cc1	-6	-3	10	0	-10	0	5	-8	96	-1.8
CCOC(=O)C1=C(C)OC(N)=C(C#N)C1c1c(C)nn(-c2ccccc2)c1Cl (configuration not stated)	23	0	4	-3	3	2	0	-9	·	-0.6
CSc1nc(C)cc(-n2cc(F)c(=O)[nH]c2=O)n1	-2	-3	7	2	-2	6	5	-1	108	-1.2
CCCCC(=O)N/N=C(\C)CC(=O)Nc1ccccc1Br	-21	5	5	0	0	0	-1	-11	112	-0.9
CCn1cc(C(=O)OCC(=O)N2C(C)CCCC2C)c(=O)c2ccc(C)nc21 (configuration not stated)	3	-4	4	1	3	3	-2	2	102	-0.7
Cc1nn(-c2ccccc2)cc1C(c1c(N)[nH]c(=S)[nH]c1=O)c1c(N)[nH]c(=S)[nH]c1=O	-7	7	8	2	-13	0	-3	-3	99	-1.4
C=CCN1C(=O)C(=O)N(CC(=O)NCC(=O)Nc2ccc(F)c(F)c2F)C1=O	15	-10	11	3	-7	2	4	-18	109	-2.7
COc1ccc(S(=O)(=O)N2CCOCC2)cc1OC	-12	-2	5	0	-8	-3	1	-7	99	-0.8
COc1cc(OC)c(OC)cc1CN1CCCC(C(=O)N2CCCC2)C1 (configuration not stated)	-13	-18	9	0	4	1	5	0	104	-1.9
O=[N+]([O-])c1ccc(NCCNc2ccc(Cl)nn2)cc1	0	14	8	1	4	5	2	-1	96	-1.6
O=S(=O)(NC1CCCC1)c1ccc(S(=O)(=O)N2CCCN(Cc3ccccc3)C2)cc1	-2	0	-11	-1	3	0	1	-7	100	2.0
Cc1ccc(NC(=S)N2CCCC(c3ccccc3)=N2)cc1	-15	-5	-18	-17	-3	-7	4	2	110	3.4
CN(C)c1ccc(N=Nc2ccc(S(=O)(=O)O)cc2)c2ccccc12	16	17	24	48*	30*	3	-4	-8	103	-3.5
O=C(CCS(=O)CCC(=O)NCc1ccccc1)NCc1ccccc1	12	-35	-9	0	0	-2	1	-8	·	1.5
O=S(=O)(Cc1ccc(Cl)cc1)N1CCCC1	-1	13	13	1	5	3	0	5	97	-2.3
Cc1cc(C(=O)Nc2cccc(/C=C/C(=O)O)c2)c(C)o1	2	24	4	2	9	0	-4	-7	99	-0.8
CC(Sc1nc(-c2ccccc2)cc(C(F)(F)F)n1)C(=O)N1CCCCC1 (configuration not stated)	38	11	-18	-13	-2	-5	1	-5	102	3.1
CCOC(=O)CC(c1ccc([N+](=O)[O-])cc1)n1c(C)ccc1C (configuration not stated)	18	3	-3	1	-12	-1	-1	-9	·	0.7
COC(=O)c1ccc(-c2nc3ccccc3[nH]2)cc1	13	-20	-5	-1	-4	2	-2	-10	104	1.2
COc1cc(Cl)c(S(=O)(=O)NCCCn2ccnc2)cc1Cl	8	-15	8	0	-13	-1	4	-3	100	-1.8
O=C1Nc2cc(Cl)cnc2N2CCCC12 (configuration not stated)	2	-2	7	2	0	-2	1	-4	99	-1.2
CSc1cccc(NC(=S)N(CCN(C)C)C(C)c2ccncc2)c1 (configuration not stated)	12	-22	14	1	1	-2	8	-11	102	-2.5
CN(CCC#N)c1ccc(C=C(C#N)c2ccc(Br)cc2)cc1	·	·	·	-2	-3	1	·	-7	116	·
O=S(=O)(c1ccccc1)c1nc(-c2ccc(Cl)cc2)oc1NCCCN1CCOCC1	4	22	-1	-1	-7	1	-8	-11	75	0.2
Cc1csc2c(N(C)CCO)ncnc12	-16	-5	7	4	5	-4	9	-1	104	-1.3

# An unsorted share of the library; 2.4% or so of the library scored in one or more.
